TDP1 block = inhibitors of human tyrosyl-DNA phosphodiesterase TDP1. Q9NUW8. recombinant TDP1, AlphaScreen DNA substrate cleavage. Potency, µM (doses to about 130 µM), inactives show at the highest dose activity change, negative = inhibition, usual class: inhibitors. hit rate 0.28% among 350,000. AID 485290; further: nearly all actives have a fitted effect of over 40% in size
Target sequence (Q9NUW8 whole entry, looked up): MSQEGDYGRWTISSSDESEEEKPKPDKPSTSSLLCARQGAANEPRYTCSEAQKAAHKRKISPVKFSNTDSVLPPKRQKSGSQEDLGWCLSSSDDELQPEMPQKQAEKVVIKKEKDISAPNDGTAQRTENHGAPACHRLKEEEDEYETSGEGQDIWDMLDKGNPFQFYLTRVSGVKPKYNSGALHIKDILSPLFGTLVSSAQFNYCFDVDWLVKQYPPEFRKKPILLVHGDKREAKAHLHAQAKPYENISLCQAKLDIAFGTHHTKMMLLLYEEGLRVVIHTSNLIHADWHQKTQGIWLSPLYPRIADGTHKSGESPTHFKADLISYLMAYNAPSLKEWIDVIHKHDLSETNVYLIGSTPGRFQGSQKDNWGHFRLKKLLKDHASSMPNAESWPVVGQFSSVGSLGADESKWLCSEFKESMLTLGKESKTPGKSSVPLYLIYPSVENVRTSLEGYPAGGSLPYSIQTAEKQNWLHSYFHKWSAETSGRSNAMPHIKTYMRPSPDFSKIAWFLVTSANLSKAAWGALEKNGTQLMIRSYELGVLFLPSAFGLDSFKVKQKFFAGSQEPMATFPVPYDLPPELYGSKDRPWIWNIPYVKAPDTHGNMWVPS
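AlphaScreen read-out: signal falls as enzyme removes the 3' tyrosine-FITC from a 5'-biotinylated DNA oligo (15 nM, 5 min, RT). Enzyme was E. coli-made recombinant Tdp1 at 1 nM, exposed to compound for 15 min beforehand; beads 10 ug/ml, 10 min.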
DT40 TDP1 no CPT = qHTS for Inhibitors of human tyrosyl-DNA phosphodiesterase 1 (TDP1): qHTS in cells in absence of CPT; DT40 Tdp1-/- hTDP1 cells, no CPT, ATP luminescence, 48 h; Potency, µM (top dose mostly 46.2 µM), inactives show top-dose activity change, negative = growth inhibition, hits mostly inhibitors; hit rate 15% among 420,000; further: nearly all actives have a fitted effect of over 55% in size
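Chicken DT40 Tdp1-/- cells complemented with human TDP1, screened without camptothecin (DMSO vehicle only), 400 cells/well. Compounds pin-transferred, cells incubated at 37 °C for at least 48 hr. Growth read as ATP-dependent luminescence (CellTiter-Glo, 30 min at RT).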
DT40 TDP1 CPT = growth inhibition of DT40 Tdp1-/-;hTDP1 cells with camptothecin (screen for TDP1 inhibitors); hit rate 12% among 420,000; AID 686979; chicken DT40 Tdp1-/-;hTDP1 cells + 20 nM CPT, ATP luminescence, 48 h; Potency, µM (doses to about 46.2 µM), for the others: top-dose activity change, negative = growth inhibition, most hits filed as inhibitors; further: nearly all actives have a fitted effect of over 55% in size
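Cell growth measured by CellTiter-Glo luminescence after a minimum 48 h, 37 C compound exposure with 20 nM CPT in Tdp1-knockout DT40 cells stably expressing hTDP1, seeded 400/well; qHTS titration format.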
* marks the source's active call; other numbers are inactive results; ? = inconclusive; . = not tested or not shown; & = joins results of further samples; [ ] = another dose, or the depositor's remark. The call rests on the fitted dose curve; in most records, active means well fitted curve in the direction sought with a large enough effect; inconclusive means small, poorly fitted or top-dose-only effect, or another doubt; inactive means no such curve, though single readings can be large; an effect the other way counts as inactive or inconclusive. On the % scale 0 is the no-effect control and ±100 the full control effect; potency means the concentration at half of the fitted maximal effect. Compounds were not picked by outcome; any-hit rate near 18%.

Compound	TDP1 block	DT40 TDP1 no CPT	DT40 TDP1 CPT
CC12CN(S(=O)(=O)c3ccccc3)CC(C)(CN(S(=O)(=O)c3ccccc3)C1)C2	-4%	?	2.3µM*
Oc1c(Cl)cc(Cl)cc1/C=N/c1nc(-c2ccc(Cl)cc2)cs1	3%	?	7%
CCN(CC(=O)NC(C)(C)C)Cc1cc(=O)n2c(-c3ccccc3)csc2n1	-2%	-30%	-1%
Cc1ccccc1/C=C/c1cccc[n+]1C	.	?	?
O=C(c1ccco1)N1CCN(S(=O)(=O)c2cccc3nsnc23)CC1	5%	-5%	-16%
O=C1CCCC/C1=C/NCc1ccc(F)cc1	1%	-18%	3%
CCc1ccccc1NC(=O)C1CCN(C2=NS(=O)(=O)C(c3ccc(C)c(C)c3)=C2C)CC1	-2%	?	?
O=C(Nc1ccccc1-c1ccccc1)c1ccccc1[N+](=O)[O-]	5%	15%	-5%
COCCCn1c(=S)[nH]c(C)c(C)c1=O	5%	1%	13%
COc1ccc(-n2c(=O)c(CCC(=O)N3CCN(c4cccc(OC)c4)CC3)nc3ccccc32)cc1	.	?	?
COc1cc(/C=N/NC(=O)CCc2ccccc2)ccc1O	-12%	-15%	-4%
Cc1csc(SCC(=O)Nc2ccc(C)c(S(=O)(=O)N(C)C)c2)n1	.	18µM*	-45%
O=C(CCN1C(=O)c2ccccc2C1=O)Nc1ccc(S(=O)(=O)N2CCOCC2)cc1	2%	-25%	?
CC(NC(=O)c1ccc(OC2CCN(Cc3ccccn3)CC2)cc1)c1nccs1 (stereo not given)	4%	-9%	3%
Cc1csc(NC(=O)CSc2nnc(Cn3c(=O)sc4ccccc43)n2-c2ccccc2)n1	7%	-100%	7.3µM*
CN(CCc1ccccc1)C(=O)c1cccc(NC(=O)Cc2cccc(NC(=O)C3CCCN(C(=O)c4ccccc4)C3)c2)c1 (stereo not given)	.	?	?
Cc1ccc(C)c2c1cc(C)c1nnc(SCC(=O)Nc3cccc(C(=O)O)c3)n12	2%	16%	16%
NC(Cc1ccc(F)cc1)c1csc(Nc2nncc3ccccc23)n1 (stereo not given)	.	4.1µM*	4.1µM*
COCCn1c(=O)[nH]c2cc(C(=O)N3CCN(c4ccc(Cl)cc4)CC3)ccc2c1=O	0%&0%	6.5µM*	5.8µM*
COc1ccc2cc(CCNC(=O)c3ccc4c(c3)OCO4)c(=O)[nH]c2c1	3%	?	?
COc1ccc(-c2coc3cc(OC4OC(CO)C(O)C(O)C4O)ccc3c2=O)cc1 (stereo not given)	.	-1%	-14%
C=CCN(c1cccc(C(F)(F)F)c1)S(=O)(=O)c1cccc(C(=O)OCC(=O)NC(N)=O)c1	1%	-24%	-14%
O=C(CCc1nc2ccccc2c(=O)[nH]1)NNC(=O)c1ccc(F)cc1	-2%	16%	-7%
O=C(CCSCCC(=O)NN=Cc1ccccc1)NN=Cc1ccccc1	.	-10%	-1%
COCCn1c(=O)c(CCc2ccccc2)nc2cnc(OC)nc21	.	?	-2%
Cc1ccc(CCNS(=O)(=O)c2ccc3c(c2)CCN3C(=O)CCC(=O)O)cc1	5%	3%	4%
CC(=O)c1c(C(C)=O)c(C)n(NC(=O)c2ccccc2Cl)c1C	0%	-13%	-25%
O=C(COC(=O)CN1C(=O)NC2(CCCC2)C1=O)NCc1ccc(Cl)cc1Cl	1%	5%	14%
Cc1ccc(C(=O)OCC(=O)N2CCC(C)CC2)cc1S(=O)(=O)N1CCCCC1	0%	?	-14%
CCSC1=NCCN1C(=O)Cc1ccc(-c2ccccc2)cc1	-2%	13%	6%

Next section, overlapping the part above by two compounds.
Compound	TDP1 block	DT40 TDP1 no CPT	DT40 TDP1 CPT
Cc1ccc(C(=O)OCC(=O)N2CCC(C)CC2)cc1S(=O)(=O)N1CCCCC1	0%	?	-14%
CCSC1=NCCN1C(=O)Cc1ccc(-c2ccccc2)cc1	-2%	13%	6%
N#CC1=C(N)NC(SCC(=O)Nc2ccc(Br)cc2)=C(C#N)C12CCCCC2	8%	?	26µM*
CCOC(=O)CC1(C)SC(NC(C)=O)=NN1C(C)=O (stereo not given)	0%	-1%	5%
CCc1ccccc1NC(=O)COc1cccc(-n2cnnn2)c1	15%[0.0935 µM]	-29%	-1%
CCc1ccc(S(=O)(=O)Nc2cc3c(cc2N2CCCCC2)n(C)c(=O)c(=O)n3C)cc1	8%	-11%	?
COC(=O)[C@@]12C[C@@H](CC(=O)NCc3cccs3)C(=O)N(Cc3ccccc3)C1=CCC(C)(C)C2	.	?	?
Cc1cccc(CSc2ncc(Cl)c(C(=O)Nc3nnc(C)s3)n2)c1	7%	-14%	-15%
COc1ccc2c(c1)c(=Cc1ccc(N(C)C)cc1)c1cc(-c3ccccc3)[n+](C)n12	.	0.92µM*	0.92µM*
Cc1ccc(C)c(N(C)C(=O)c2ccc3c(=O)n4c(nc3c2)CCCCC4)c1	2%	-84%	?
CCc1ccccc1OCCCOc1ccc(OC)cc1	0%	0%	1%
CN(C)CCCN(C(=O)c1ccc(S(=O)(=O)N2CCCCCC2)cc1)c1nc2cc3c(cc2s1)OCO3	.	?	?
CCOC(=O)[C@]12CCCC=C1N(Cc1ccc3c(c1)OCO3)C(=O)[C@H](CC(=O)NCC13CC4CC(CC(C4)C1)C3)C2	.	23µM*	?
COc1ccc(S(=O)(=O)N2CCCCC2)cc1NC(=O)c1ccc([N+](=O)[O-])o1	2%	21µM*	15µM*
CCC1CN(C(=O)NCc2ccc(F)cc2)c2cc(Cl)ccc2O1 (stereo not given)	5%	?	?
COc1ccccc1C(=O)OCC(=O)Nc1cccc(S(=O)(=O)NC2=NCCCCC2)c1	1%	-28%	-4%
COc1ccc(CN(C(=O)c2cnccn2)C(C(=O)Nc2ccc(F)cc2)c2ccccc2)cc1 (stereo not given)	0%	?	?
O=C(c1ccc(OC2CCN(Cc3ccccn3)CC2)cc1)N1CCC[C@H]1CO	5%	11%	2%
CC(C)Cn1c(N)c(C(=O)COC(=O)c2ccc(Br)cc2)c(=O)n(C)c1=O	-1%	23µM*	?
O=C(NCCc1ccc(F)cc1)C(=O)NCC1CCCN1S(=O)(=O)c1ccccc1 (stereo not given)	.	8.2µM*	10µM*
COc1cccc(CNC(=O)CCCc2c[nH]c3ccccc23)c1	7%	?	-9%
COc1ccc(CC(=O)Nc2c3c(nn2-c2cccc(Cl)c2)CS(=O)C3)cc1 (stereo not given)	4%	-24%	-23%
Cc1cc(C)c(NC(=O)CNC(=O)COC(=O)CN2C(=O)NC3(CCCC3)C2=O)c(C)c1	-4%	-12%	-2%
COc1cc(-c2nc3cnccn3c2NC(C)(C)CC(C)(C)C)ccc1O	.	?	?
CC(C)(C)OC(=O)NC(CO)c1cn([C@@H](Cc2cc3ccccc3[nH]2)C(=O)N2CCN(C(=O)OC(C)(C)C)CC2)nn1 (stereo not given in full)	0%	-24%	?
COc1ccc(-c2csc(Cc3nnc(N4CCOCC4)n3-c3ccccc3)n2)cc1	0%	?	?
COc1cccc(CNc2ccc(N3CCC(C)CC3)cc2)c1OC	18%[56.1 µM]	16µM*	23µM*
CC(C)c1cn(CC[C@@H]2CC[C@H](NS(=O)(=O)c3ccc(F)cc3)[C@@H](CO)O2)nn1	.	-4%	22%
COc1ccc2c(c1)[C@]1(C[C@H](O)CO1)C(=O)N2C	.	3%	10%
COc1ccc(N(C)C(=O)c2nc(-c3cccc(F)c3)n3c2CCCCC3)c(OC)c1	8%	?	?
COC(=O)Cn1nc(C)c2c(C)n(-c3ccccc3)nc2c1=O	3%	-1%	-1%
COc1ccc(OC)c(C2C3=C(COC3=O)Nc3cc4c(cc32)OCO4)c1 (stereo not given)	2%	0.15µM*	0.16µM*
CC1=CCC(C(=O)O)C(C(=O)Nc2cccnc2)C1 (stereo not given)	5%	-17%	24%
COc1ccc(C(=O)C=Cc2cccs2)c(O)c1	.	?	?
Cc1ccc(C)c(CSc2nnc3[nH]c(=O)cc(C)n23)c1	3%	4%	10%
Cc1ccc(N2CCN(S(=O)(=O)c3ccc(-n4cnnn4)cc3)CC2)c(C)c1	4%&7%	-29%&-15%	?
C=CCSc1nccc(-c2cc(Cl)sc2Cl)n1	0%	0%	-10%
Cc1cccc(C)c1NC(=S)NCCSc1ccc(Cl)cc1	5%	?	?
O=C(CN1CCOCC1)Nc1ccc2c(c1)CCC2	-3%	?	?
Cc1sc2nnn(CC(=O)N3CCN(C(=O)c4ccco4)CC3)c(=O)c2c1C	.	-10%	1%
Cc1ccccc1OCC(=O)OCC(=O)Nc1ccc2c(c1)OCO2	1%	5%	-11%
CNc1cnc(-c2cccc(C(=O)N3CCOCC3)c2)cn1	.	-5%	4%
Nc1nc(N)c2cc(S(=O)(=O)c3ccc4ccccc4c3)ccc2n1	.	1.8µM*	?
CCOC(=O)CCCNC(=O)CCNC(=O)c1ccc(OCCC(C)C)cc1	-3%	-21%	-23%
O=S(=O)(NC1CCCCC1Sc1ncccn1)c1ccc(Cl)cc1 (stereo not given)	4%	-6%	4%
CCNC(=O)CC1C(=O)N(c2ccc(F)cc2)C(=O)N1Cc1ccc(C)cc1 (stereo not given)	1%	3%	-1%
COc1cccc(NC(=O)C2CCN(S(=O)(=O)c3ccc4c(c3)NC(=O)C(C)S4)CC2)c1 (stereo not given)	3%	21µM*	21µM*

Ordered by formula weight (lowest first): some entries from above
Compound	TDP1 block	DT40 TDP1 no CPT	DT40 TDP1 CPT
Cc1ccccc1/C=C/c1cccc[n+]1C	.	?	?
Cc1ccccc1OCC(=O)OCC(=O)Nc1ccc2c(c1)OCO2	1%	5%	-11%
O=C(c1ccco1)N1CCN(S(=O)(=O)c2cccc3nsnc23)CC1	5%	-5%	-16%
O=C(CCSCCC(=O)NN=Cc1ccccc1)NN=Cc1ccccc1	.	-10%	-1%
COc1ccc(S(=O)(=O)N2CCCCC2)cc1NC(=O)c1ccc([N+](=O)[O-])o1	2%	21µM*	15µM*
Cc1ccc(CCNS(=O)(=O)c2ccc3c(c2)CCN3C(=O)CCC(=O)O)cc1	5%	3%	4%
N#CC1=C(N)NC(SCC(=O)Nc2ccc(Br)cc2)=C(C#N)C12CCCCC2	8%	?	26µM*

Continued.
Compound	TDP1 block	DT40 TDP1 no CPT	DT40 TDP1 CPT
CN(CCc1ccccn1)C(=O)CC1C(=O)NCCN1Cc1cccc(F)c1 (stereo not given)	2%	27%	9%
O=C(COc1ccc2c(c1)oc(=O)c1ccccc12)NCCN1CCOCC1	0%	0%	29%
COc1ccc(C(=O)Nc2cc(OCc3ccccc3)c(Cl)cc2Cl)cc1	-1%	?	?
CCc1nnc(NS(=O)(=O)c2ccc(N/C=C/C(=O)c3ccc(OC)cc3)cc2)s1	-4%	10%	-16%
CCc1ccc(NC(=O)C2CCCN2c2nn3c(=O)cc(C)nc3s2)cc1 (stereo not given)	.	?	-12%
CN(C)c1nc(N(C)C)nc(N(C#N)CN2C(=O)c3ccccc3S2(=O)=O)n1	7%	-5%	2%
CC(=O)Oc1ccccc1C1=NN(C(C)=O)C(c2ccccc2)C1 (stereo not given)	5%	-27%	-19%
Cn1c(C(=O)NCCN2CCN(c3ccccc3F)CC2)cc2c(=O)n(C)c3ccccc3c21	1%	23µM*	18µM*
O=c1cc2nc(-c3cccs3)nc(SCCOc3ccc(Cl)cc3)n2[nH]1	-3%	?	?
Cc1ccc2nc(NC(=O)Cc3cccs3)sc2c1	7%	-18%	?

Screens as filed in PubChem.
